# GLP-1R inv ag: qHTS of GLP-1 Receptor Inverse Agonists (Inhibition Mode). actives 1.6% (n = 410,000). HEK293 GLP-1R CRE-luciferase, luminescence, 24 h; GLP-1R form is constitutively active. Potency, µM (highest dose often 38.3 µM), for the others: at the highest dose activity change, negative = inhibition, usual class: inhibitors. Glucagon-like peptide 1 receptor (Homo sapiens), P43220. AID 624417, 2012; further: potency means the concentration at half of the fitted maximal effect; on the % scale 0 is the no-effect control and ±100 the full control effect; nearly all actives have a fitted effect of over 55% in size
# Target sequence (P43220 whole entry, looked up): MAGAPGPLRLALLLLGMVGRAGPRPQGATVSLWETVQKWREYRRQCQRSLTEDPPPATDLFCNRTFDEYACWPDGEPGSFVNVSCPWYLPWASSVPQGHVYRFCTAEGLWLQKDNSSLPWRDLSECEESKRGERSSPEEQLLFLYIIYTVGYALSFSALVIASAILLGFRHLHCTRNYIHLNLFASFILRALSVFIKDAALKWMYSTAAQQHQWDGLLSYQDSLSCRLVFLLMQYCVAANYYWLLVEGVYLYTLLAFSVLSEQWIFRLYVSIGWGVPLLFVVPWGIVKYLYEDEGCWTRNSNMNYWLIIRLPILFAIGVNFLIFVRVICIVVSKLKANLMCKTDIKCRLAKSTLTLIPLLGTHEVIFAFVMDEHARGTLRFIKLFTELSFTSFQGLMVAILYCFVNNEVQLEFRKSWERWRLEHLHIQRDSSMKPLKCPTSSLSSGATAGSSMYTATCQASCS
#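 HEK293 cells stably co-expressing constitutively active GLP-1R and a cAMP-responsive luciferase reporter were seeded in DMEM with 10% Nu serum, given compounds after 12 h, and incubated 24 h at 37 deg C. Luminescence was then read.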
# DRD3 agonist: qHTS of D3 Dopamine Receptor Agonist: qHTS. D(3) dopamine receptor (Homo sapiens), P35462. D3R DiscoveRx beta-arrestin cells, luminescence, 90 min. max activation, %. actives 0.58% (n = 410,000). AID 652048, 2013; in the data active means max activation above about 30%; further: 0% is about no effect; mostly tested at two doses, the higher about 12 µM
#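 Agonist mode: compounds and dopamine controls were applied to plated cells for 90 min at 37 degrees C after an overnight attachment at 1500 cells/well. Luminescent read-out followed 30 - 60 minutes at room temperature with DiscoveRx detection reagent.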
# KB-V1 MDR tox: qHTS assay for MDR1-selective chemotherapeutics: Primary screen using the drug-selected MDR subline cells KB-V1; Potency, µM (series often up to 46.1 µM), for the others: at the top dose activity change, negative = cytotoxicity, most hits filed as cytotoxic; KB-V1 MDR cells viability, CellTiter-Glo, 72 h; actives 3.4% (n = 400,000); further: potency means the concentration at half of the fitted maximal effect; on the % scale 0 is the no-effect control and ±100 the full control effect; nearly all actives have a fitted effect of over 60% in size
#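 Cytotoxicity via CellTiter-Glo luminescence after 72 h compound exposure at 37 degrees C. Cells: drug-selected KB-V1 line, DMEM phenol-red free plus 10% FBS. Compounds tested at multiple concentrations; normalized data fitted to concentration-effect curves.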
# aSyn rescue: qHTS of alpha-syn Inhibitors; actives 0.14% (n = 370,000); Potency, µM (doses to about 46.1 µM), for inactives: at the top dose growth rescue (activation), hits mostly activators; Yeast expressing alpha-synuclein, growth rescue, BacTiter-Glo, 24 h; AID 652106, 2013; further: potency means the concentration at half of the fitted maximal effect; % of control where 0% means no effect; nearly all actives have a fitted effect of over 65% in size
#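 Rescue of yeast growth: cells expressing toxic alpha-synuclein, induced in galactose at OD600 0.02, incubated with compound 24 h at 30 C. ATP luminescence quantified growth; inhibitors of toxicity appear as activators.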
# D3 antag: qHTS of D3 Dopamine Receptor Antagonist: qHTS | D(3) dopamine receptor (Homo sapiens), P35462 | D3R cells, DiscoveRx beta-arrestin luminescence, antagonist mode; stronger effect = lower value | max response, negative = inhibition, % | actives 2.5% (n = 360,000) | AID 652054, 2013; in the data active means max response below about -50%; inconclusive means no clear call, values can overlap the other calls; further: on the % scale 0 is the no-effect control and ±100 the full control effect; mostly tested at two doses, the higher about 12 µM
#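 Cells expressing the human receptor were seeded at 1500 cells/well, incubated overnight at 37 degrees C in 5% CO2, then exposed to library compounds with dopamine controls for 90 minutes at 37 degrees C before luminescent detection.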
# GLP1R ag: qHTS of GLP-1 Receptor Agonists; Glucagon-like peptide 1 receptor (Homo sapiens), P43220; HEK293 GLP-1R CRE-luciferase, luminescence, 4-6 h; cells express a hypersensitive GLP-1R form; Potency, µM (highest dose often 45.6 µM), without a hit: at the highest dose activation, most hits filed as activators; actives 0.007% (n = 380,000); further: potency means the concentration at half of the fitted maximal effect; % of control where 0% means no effect
# HEK293 tox: qHTS of GLP-1 Receptor Inverse Agonists: Cytotox Screen | HEK293 cAMP-luciferase reporter cells, luminescence, 24 h | Potency, µM (top dose mostly 38.3 µM), for inactives: at the top dose activity change, negative = inhibition, usual class: inhibitors | actives 0.13% (n = 410,000);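 further: loss of luciferase light is scored as toxicity; potency means the concentration at half of the fitted maximal effect; on the % scale 0 is the no-effect control and ±100 the full control effect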
#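 Luminescence readout: signal drop marks cytotoxicity. Plated cells grew 12 h at 37 °C, 5% CO2, received 23 nL compound for 24 h, then got luciferase reagent, read after 12 min at RT.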
# TDP43 rescue: qHTS of TDP-43 Inhibitors; Potency, µM (series often up to 46.1 µM), for the others: top-dose growth rescue (activation), usual class: activators; actives 1.8% (n = 410,000); TDP-43 expressing yeast growth rescue, BacTiter-Glo, 24 h; AID 652104, 2013; further: potency means the concentration at half of the fitted maximal effect; % of control where 0% means no effect; nearly all actives have a fitted effect of over 50% in size
#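 Cell-based yeast growth screen: TDP-43 expression induced in galactose, inoculum OD600=0.02 after raffinose pregrowth to mid-log. Read-out BacTiter-Glo luminescence at 24 hr, 30 deg C; inhibition of toxicity seen as signal increase.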
# PTHR1 agonist: qHTS for PTHR1 Agonists: Primary Screen; Parathyroid hormone/parathyroid hormone-related peptide receptor (Homo sapiens), Q03431; HEK293 GP2 PTHR1 cells, GloSensor cAMP luminescence, 1 h; Potency, µM (titrated, usually from 115 µM), for the others: at the highest dose activation, most hits filed as activators; actives 0.075% (n = 410,000); AID 743266, 2014; further: potency means the concentration at half of the fitted maximal effect; nearly all actives have a fitted effect of over 55% in size; some results filed as inactive show a strong effect at the top dose; inactives centre near -15; many of its hits are not listed in these tables
# Target sequence (Q03431 whole entry, looked up): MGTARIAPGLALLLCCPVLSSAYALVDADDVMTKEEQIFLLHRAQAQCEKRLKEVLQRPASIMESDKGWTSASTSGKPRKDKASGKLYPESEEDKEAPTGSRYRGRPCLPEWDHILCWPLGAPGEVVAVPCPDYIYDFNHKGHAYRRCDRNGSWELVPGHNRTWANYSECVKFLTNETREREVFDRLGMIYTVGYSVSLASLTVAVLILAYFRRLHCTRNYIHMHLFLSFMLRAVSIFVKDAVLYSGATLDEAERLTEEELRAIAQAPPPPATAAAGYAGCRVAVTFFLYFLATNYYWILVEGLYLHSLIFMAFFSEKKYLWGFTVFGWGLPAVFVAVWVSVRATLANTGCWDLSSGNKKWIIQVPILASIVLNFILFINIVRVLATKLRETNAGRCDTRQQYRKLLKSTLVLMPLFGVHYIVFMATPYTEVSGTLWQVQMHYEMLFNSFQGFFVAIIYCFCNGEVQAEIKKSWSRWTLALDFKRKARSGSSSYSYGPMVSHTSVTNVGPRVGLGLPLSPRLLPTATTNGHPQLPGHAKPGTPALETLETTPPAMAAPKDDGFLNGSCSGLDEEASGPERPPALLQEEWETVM
#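 HEK-293-derived GP2 cells expressing PTHR1 and a GloSensor cAMP reporter, 3,000/well, plated overnight, given luciferin plus IBMX (each 0.5 mM as added) for 1 h at 37 °C, then compound for 1 h at 37 °C. Luminescence was read after 15 min at room temperature.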
# * = called active by the depositor; i = inactive; ? = inconclusive; / = no result given; [ ] = dose if it differs, or a comment. Unless noted, the call rests on the fitted dose curve; in most records, active means well fitted curve in the direction sought with a large enough effect; inconclusive means small, poorly fitted or top-dose-only effect, or another doubt; inactive means no such curve, though single readings can be large; an effect the other way counts as inactive or inconclusive. Not all compounds are listed. The share of hits here may be higher or lower than overall.
SMILES,GLP-1R inv ag,DRD3 agonist,KB-V1 MDR tox,aSyn rescue,D3 antag,GLP1R ag,HEK293 tox,TDP43 rescue,PTHR1 agonist
CC(=O)c1cccc(NC(=O)c2ccc(-n3cncn3)c3ccoc23)c1,0.8%,-3.2,-1.0%,-3.4%,0.0,-4.6%,2.2%,19.9%,-6.0%
COc1ccccc1C1CCN(Cc2c(C)[nH]c3ccccc23)CC1,?,-17.7,?,4.4%,-88.6*,9.5%,-12.4%,-12.4%[1.82 µM],-4.3%
CN(C)CC(C)(C)CNC(=S)Nc1cc(S(=O)(=O)N2CCOCC2)ccc1Cl,?,-3.3,-11.0%,2.3%,7.5,2.9%,-13.7%,-5.3%,i
CCOC(=O)c1cnc2ccc(Br)cc2c1NCCCN1CCOCC1,21.1%,-3.1,-0.3%,4.3%,19.2,5.7%,0.4%,28.7%,-18.2%
Brc1ccc(N/N=C(/N=Nc2nn[nH]n2)c2ccccc2)cc1,1.26µM*,-1.3,?,11.6%,-10.8,8.6%,?,?,-44.6%[inhibitor]
O=C1CCC/C(=N/NC(=O)c2ccc(CN3c4cccc5cccc(c45)S3(=O)=O)cc2)C1,3.3%,5.9,8.4%,0.0%,12.5,5.0%,-1.7%,8.3%,-25.5%
CCn1c(=O)cc(OCC(=O)NCC2CCCO2)c2ccccc21 (stereo unspecified),7.2%,-2.8,0.0%,2.9%,11.6,4.1%,2.0%,-3.4%,i
CC(C)(C)N1CC(c2nc3ccccc3n2Cc2ccc(Cl)cc2)CC1=O (stereo unspecified),-3.9%,2.7,14.6µM*,18.7%,25.0,15.0%,8.6%,-6.7%,i
CC/C(C)=N/NS(=O)(=O)c1ccc(C)c([N+](=O)[O-])c1,-1.6%,0.2,19.4%,-4.1%,-13.4,1.6%,2.5%,-8.2%,-39.0%[inhibitor]
COc1ccc(C)cc1Nc1n[n+](-c2ccccc2)c(-c2ccc(NC(C)=O)cc2)s1,17.3%,20.9,-6.6%,-2.7%,-3.6,-0.2%,-10.6%,-19.2%,-5.0%
CCC(=O)OCC(=O)N=c1sccn1Cc1ccc(C)cc1,1.2%,2.0,-9.1%,2.5%,-17.7,-0.7%,11.7%,-11.5%,-12.2%
CCCCN(C=O)c1c(CC)nc2c(OCC(=O)c3ccc(F)cc3)cccn12,-22.3%,-10.4,-2.4%,-8.4%,0.0,2.6%,-11.9%,-5.4%,-22.7%
COc1ccc(CCNC(=O)c2cc(=O)c3cc(C)ccc3o2)cc1OC,1.7%,3.5,?,10.8%,27.6,-1.3%,5.8%,?,-54.4%[inhibitor]
COc1ccc(Nc2ncnc3c2cnn3-c2ccccc2)cc1OC,20.7%,1.8,-5.9%,-5.6%,-22.7,9.7%,-14.5%,-11.3%,-39.3%[inhibitor]
CCOC(=O)N1CCN(C(=O)CSc2nnc(-c3cccc(OC)c3)o2)CC1,10.1%,1.7,-3.9%,-17.0%,12.2,-14.7%,-8.1%,5.5%,i
CS(=O)(=O)Nc1ccc(N2CCN(c3ccc(C(F)(F)F)cn3)CC2)nc1,-34.7%,5.3,-11.4%,0.8%,16.9,10.5%,-0.7%,3.4%,-24.6%
CC1CCCCC1NC(=O)CSc1nnc(CNC(=O)c2ccccc2)n1C (stereo unspecified),-2.7%,-3.8,?,-5.7%,-5.0,8.1%,-8.0%,3.4%,i
O=C(O)C1CC1c1ccc(Br)cc1 (stereo unspecified),0.2%,-4.6,0.7%,-0.2%,-3.3,-11.1%,5.7%,?,-1.3%[57.5 µM]
O=C(CSc1nnc(C2COc3ccccc3O2)o1)NC1CCCCC1 (stereo unspecified),?,3.9,17.4%,4.3%,-7.2,-7.7%,-18.5%,20.3%,-24.4%
OCCCNc1nc(-c2ccc(Cl)cc2)nnc1-c1ccccc1,-16.8%,-1.6,5.2%,-7.1%,-6.8,3.3%,-2.9%,-2.9%,-38.3%[inhibitor]
CN(C)CCOCCOc1ccccc1-c1ccccc1,-0.6%,-24.9,?,2.7%,-68.6*,-13.7%,3.2%,-11.9%,i
CCn1c(SCC(=O)NC2CC2)nnc1-c1ccc(C)cc1,-11.9%,-1.2,-0.6%,-1.8%,7.7,-3.0%,4.6%,2.3%,i
O=C(NC(=S)Nc1ccccc1OC(F)F)c1ccc2c(c1)OCO2,5.0%,-4.0,12.2%,-8.9%,-4.4,-9.6%,-0.5%,8.9%,i
C/C(=N\Nc1ccc(Cl)c(Cl)c1)c1ccc(-n2ccnc2)cc1,?,8.1,-7.1%,-71.9%[inhibitor],4.9,-2.0%,0.4%,?,i
O=S(=O)(N/N=C\c1ccc2c(c1)OCO2)c1ccc(F)cc1,26.8%,2.9,16.7%,-3.3%,-4.3,-1.6%,-11.9%,-14.3%,i
O=c1cc(COc2ccc(Cl)c(Cl)c2)nc2sccn12,26.5%,0.7,23.9%,-1.8%,-3.0,10.5%,12.2%,7.9%,-10.4%
CC(=O)C1C(c2ccccc2OC(F)F)NC(=O)NC1(O)C(F)(F)F (stereo unspecified),0.1%,2.0,0.0%,5.3%,16.2,1.8%,7.9%,-7.1%,i
O=C(NC1CCN(Cc2ccccc2)CC1)C(NS(=O)(=O)c1cccc2nsnc12)c1ccccc1 (stereo unspecified),-13.1%,-18.7,3.4%,-10.1%,?,2.2%,5.1%,23.5%,i
COc1ccc(/C(N)=N/OC(=O)Cc2cccs2)cc1OC,21.7%,-5.3,0.0%,-3.9%,-1.4,-0.2%,-10.9%,?,-35.2%[inhibitor]
COCCN(C(=S)Nc1cc(C)cc(C)c1)C(C)c1cccnc1 (stereo unspecified),-0.7%,0.1,2.9%,7.7%,10.3,14.3%,-29.2%,-4.0%,i

# Of the compounds above, these have bromine.
SMILES,GLP-1R inv ag,DRD3 agonist,KB-V1 MDR tox,aSyn rescue,D3 antag,GLP1R ag,HEK293 tox,TDP43 rescue,PTHR1 agonist
CCOC(=O)c1cnc2ccc(Br)cc2c1NCCCN1CCOCC1,21.1%,-3.1,-0.3%,4.3%,19.2,5.7%,0.4%,28.7%,-18.2%
Brc1ccc(N/N=C(/N=Nc2nn[nH]n2)c2ccccc2)cc1,1.26µM*,-1.3,?,11.6%,-10.8,8.6%,?,?,-44.6%[inhibitor]
O=C(O)C1CC1c1ccc(Br)cc1 (stereo unspecified),0.2%,-4.6,0.7%,-0.2%,-3.3,-11.1%,5.7%,?,-1.3%[57.5 µM]

# (next part)
SMILES,GLP-1R inv ag,DRD3 agonist,KB-V1 MDR tox,aSyn rescue,D3 antag,GLP1R ag,HEK293 tox,TDP43 rescue,PTHR1 agonist
Cc1ccc(S(=O)(=O)N(CC(=O)Nc2ccccc2C(=O)O)c2ccccc2C)cc1,?,2.1,1.6%,7.4%,4.3,0.2%,12.0%,-5.9%,-6.5%
CC(=O)c1sc2c(c1N)c(=O)[nH]c(=O)n2-c1ccccc1,102.7%[activator],-15.6,?,-0.4%,-10.5,8.9%,-7.3%,9.1%,i
O=C(NCc1ccncc1)[C@@H]1CCCN1C(=O)[C@H]1CCCN1C(=O)c1c(F)cccc1F,14.3%,-4.1,3.5%,-2.6%,-11.9,-3.8%,-12.7%,10.6%,-29.6%
Cc1cc(Br)ccc1NC(=O)CN(C)C(=O)C1CCN(C(=O)c2ccc(Cl)cc2)CC1,?,0.1,-17.5%,-3.0%,13.6,2.9%,-0.5%,-15.3%,-29.4%
COc1ccccc1OCC(=O)Nc1nc2c(s1)CC(C)CC2 (stereo unspecified),1.8%,-25.8,-8.4%,/,/,/,21.5%,?,-8.6%
CCOC(=O)C1C(=O)NC(N2CCN(c3ccccc3)CC2)=NC1c1ccccc1 (stereo unspecified),7.5%,10.5,-11.6%,-8.1%,-17.7,3.6%,-7.5%,-8.2%,i
O=C(COC(=O)c1cc[n+]([O-])cc1)NCc1ccccc1Cl,-7.1%,-11.3,-7.9%,-3.5%,-13.7,2.3%,17.7%,11.3%,i
Cc1ccc2c(c1)c1ncnc(N3CCc4ccccc4C3)c1n2C,?,3.6,-8.7%,-15.7%,6.7,0.8%,-29.9%,22.4µM*,-20.1%
Cc1ccc(CN2C(=O)C(C)(C)Oc3ccc(C(=O)N4CCCCC4)cc32)cc1,?,-4.4,?,-0.3%,7.2,5.1%,-28.4%,10.7%,-20.8%
COc1ccccc1N1CCN(S(=O)(=O)c2ccc3c(c2)n(C)c(=O)n3C)CC1,29.4%,2.3,-14.4%,1.8%,-10.9,10.0%,4.9%,-1.1%,-16.0%
Cc1cccc(OCCCCc2c(C)n[nH]c2C)c1,2.4%,1.4,-16.1%,2.9%,21.8,7.6%,-4.1%,13.6%,8.1%[57.5 µM]
CCOC(=O)CSC1=NC(=O)/C(=C\c2ccc(Cl)cc2)S1,11.6%,-4.6,?,-10.6%,-77.8*,-6.6%,-1.9%,-38.3%[inhibitor],-23.3%
O=C1CC(C2CCCO2)C(=O)N1c1ccc(Cl)c(Cl)c1 (stereo unspecified),-10.6%,8.0,?,5.7%,6.1,-0.1%,-12.9%,24.5%,i
COc1ccc(C2CC(=O)Nc3c2c(C)nn3-c2nncc(-c3ccc(C)cc3)n2)c(OC)c1OC (stereo unspecified),8.6%,-15.9,-1.3%,/,/,/,13.3%,-3.9%,2.1%
CCn1c2ccc(C)cc2c2nnc(SCCN3CCCCC3)nc21,?,-38.4,-17.4%,-3.9%,-11.9,19.4%,-0.6%,-11.7%,-38.9%[inhibitor]
